Screens as filed in PubChem BioAssay.
mouse IAP activators – activators of mouse IAP, confirmation, biochemical, luminescence, single concentration (AID 434970) | purified mouse IAP, CDP-Star luminescence, 30 min; active compounds read low | activity change, negative = activation, % at 10 µM | actives 2.9% (n = 11,000); in the data active = activity change below about -85%;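 note: percent relative to enzyme plus DMSO wells and wells without enzyme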
mouse IAP activators Fold change – also measured in mouse IAP activators; calls as there; activation factor; measured here: IAP activation factor; active compounds read high;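 fold luminescence change scaled to plate control wells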
Starred values were filed as active, the others as inactive.

smiles,mouse IAP activators,mouse IAP activators Fold change
COc1ccc(C(=O)CSc2nnc(COc3ccc(C#N)cc3)n2-c2ccccc2)cc1,6,0.94
COc1ccc(C2CC(=O)Oc3cc(C)cc(C)c32)cc1 (configuration not stated),2,0.98
Clc1ccc(C2=C3CCCCn4c(-c5ccccc5)c[n+](c43)C2)cc1,3,0.97
CCN(CC)C(=O)CSc1nc(-c2cccs2)cc(-c2cccs2)c1C#N,22,0.78
O=c1cc(O)c(-c2ccccc2Cl)c(Cl)[nH]1,9,0.91
C[C@H](CO)N1C[C@H](C)[C@@H](CN(C)C(=O)Nc2ccccc2)Oc2ccc(NC(=O)Nc3ccccc3)cc2C1=O,-123*,2.2*
COc1ccccc1NC(=O)N1CCCC1C(=O)Nc1nnc(C(C)C)s1 (configuration not stated),-10,1.1
CCOCCCNc1nc2c(c(=O)[nH]c(=O)n2C)n1CCCc1ccccc1,8,0.92
COc1ccc(NS(=O)(=O)c2cccc3cccnc23)cc1,-3,1
O=c1c(N2CCCCC2)coc2ccccc12,-10,1.1
O=C1/C(=C/c2ccc(F)cc2)SC(=S)N1Nc1ncc(C(F)(F)F)cc1Cl,12,0.88
Cc1csc(C(=O)O)c1-n1cccc1,9,0.91
CN(C)c1ccc(/C=N/c2cc(-c3ccccc3)nn2-c2ccccc2)cc1,1,0.99
COC(=O)[C@H](CC(C)C)NC(=O)Cn1cnc(C(=O)Nc2ccc(C)c(C)c2)n1,-8,1.1
CCn1c(SCC(=O)OCC(=O)N2c3ccccc3NC(=O)C2(C)C)nnc1-c1ccco1,-2,1
CCCCC(=O)Nc1ccc2oc(-c3ccncc3)nc2c1,2,0.98
NC1=NC(=O)/C(=C\c2ccco2)S1,82,0.18
CC(=O)Nc1ccc(S(=O)(=O)N2CCC(NC(C)=O)(c3cccc(F)c3)CC2)cc1,4,0.96
Nc1c(/C=C2/C=CC(=O)C(O)=C2)c(=O)nc2sc(CC(=O)N3CCCC3)nn12,78,0.22
COc1ccc(CCN2C(=O)/C(=C\c3ccco3)SC2=S)cc1OC,45,0.55
CN(c1ccccc1)S(=O)(=O)c1cccc(NC(=O)Cc2c(F)cccc2Cl)c1,-61,1.6
CSCCC1NC2(C(=O)Nc3ccc(Cl)cc32)[C@@H]2C(=O)N(C3CCCC3)C(=O)[C@H]12 (some centres not stated),6,0.94
Cc1ccc(N2C(=O)[C@@H]3[C@H](C2=O)[C@H]2C=CC=NN2[C@@H]3C(=O)Nc2ccc(Cl)cc2)cc1,10,0.9
COc1cc2c(cc1OC)-c1cc(OCCN3CCOCC3)nc(=O)n1CC2,4,0.96
CCN(CC)C(=O)[C@H]1C[C@H](CC(=O)NCCCOC)C(=O)N2CCc3c([nH]c4cc(CCC(=O)N(C)C)ccc34)[C@]12C,1,0.99
COc1ccccc1N(CCC#N)C(=O)CSc1nc(-c2ccccc2)cn1N,8,0.92
COC(=O)c1ccc(CNC(=O)Cn2cnc3c(NCc4ccccc4)ncnc32)cc1,1,0.99
COc1ccc(N/C(=N\c2nc(C)cc(C)n2)NC(C)=O)cc1OC,-10,1.1
C#CCOCCOCCOCCNc1nc(N2CCN(C(=O)CCCCCCCCCCNC(=O)[C@H]([C@@H](C)CC)n3cc(CCCCCN)nn3)CC2)nc(N2CCN(C(=O)CCCCCCCCCCNC(=O)[C@@H]([C@H](C)CC)n3cc(CCCCCN)nn3)CC2)n1,-579*,6.8*
CC1CCN(Cc2c(C#N)c3ccccc3n2C)CC1,6,0.94
CCOC(=O)C1CCCN(C(=O)Cc2ccc(OC)c(OC)c2)C1 (configuration not stated),0,1
CCOC(=O)CSc1nnc(-c2ccc(Cl)cc2Cl)o1,-6,1.1
O=C(c1sc2ccccc2c1Cl)N1CCN(c2ccc(F)cc2)CC1,4,0.96
CCCC(C)(C)NC(=O)CCCCC(=O)NC(C)(C)CCC,2,0.98
CC(C)c1ccc(NC(=O)COc2nnc(-c3cccs3)c(-c3cccs3)n2)cc1,0,1
Cc1cccc(OCC(=O)N(Cc2cccs2)C2CCS(=O)(=O)C2)c1C (configuration not stated),9,0.91
O=C(NC(Nc1nc2ccc([N+](=O)[O-])cc2s1)(C(F)(F)F)C(F)(F)F)c1ccccc1,15,0.85
CCOC(=O)C1=C(C)NC(C)=C(C(=O)OCC)C1C(=O)OCC(=O)c1ccc2c(c1)OCCO2,7,0.93
O=C(NC1CCCc2ccccc21)c1cccc(S(=O)(=O)N2CCN(c3ccccc3)CC2)c1 (configuration not stated),0,1
CCC(c1nnnn1CCC(C)C)N1CCC(C(N)=O)CC1 (configuration not stated),-8,1.1

A second format for some results above.
Every second line gives: mouse IAP activators, mouse IAP activators Fold change
O=c1c(N2CCCCC2)coc2ccccc12
→ -10, 1.1
CC(=O)Nc1ccc(S(=O)(=O)N2CCC(NC(C)=O)(c3cccc(F)c3)CC2)cc1
→ 4, 0.96
O=C(c1sc2ccccc2c1Cl)N1CCN(c2ccc(F)cc2)CC1
→ 4, 0.96
COc1cc2c(cc1OC)-c1cc(OCCN3CCOCC3)nc(=O)n1CC2
→ 4, 0.96
CCC(c1nnnn1CCC(C)C)N1CCC(C(N)=O)CC1 (configuration not stated)
→ -8, 1.1

(cont.)
smiles,mouse IAP activators,mouse IAP activators Fold change
CCOC(=O)C1=CN(CC)S(=O)(=O)NC1CC (configuration not stated),-10,1.1
CCOC(=O)c1cnc2ccc(OCC)cc2c1N1CCN(c2ccccc2OC)CC1,9,0.91
CCOC(=O)c1c(NC(=O)c2ccco2)sc2c1CCCC2,11,0.89
COc1cccc(C(=O)Nc2cc(NC(=O)c3ccco3)ccc2OC)c1,3,0.97
O=C(C1CCCN(Cc2ccccc2Br)C1)N1CCCCC1 (configuration not stated),7,0.93
Cc1cccc2c(=O)n3c(nc12)CCCCC3,4,0.96
N#Cc1ccc(N=c2ssnc2Cl)cc1,21,0.79
Cc1ccc(C2C(C#N)=C(N)SC(N)=C2C#N)o1,45,0.55
CC(C)OC(=O)CSc1nc2ncccc2[nH]1,13,0.87
CCOC(=O)c1c(NC(=O)c2ccco2)sc(C(=O)N2CCCC2)c1C,3,0.97

A few values from the list.
mouse IAP activators Fold change result of N#Cc1ccc(N=c2ssnc2Cl)cc1 = 0.79
mouse IAP activators Fold change result of COc1ccc(N/C(=N\c2nc(C)cc(C)n2)NC(C)=O)cc1OC = 1.1
mouse IAP activators Fold change result of CSCCC1NC2(C(=O)Nc3ccc(Cl)cc32)[C@@H]2C(=O)N(C3CCCC3)C(=O)[C@H]12 (some centres not stated) = 0.94

6 entries from above in another layout:
The line under a structure holds: mouse IAP activators | mouse IAP activators Fold change
CC(C)OC(=O)CSc1nc2ncccc2[nH]1
    13 | 0.87
O=C(C1CCCN(Cc2ccccc2Br)C1)N1CCCCC1 (configuration not stated)
    7 | 0.93
Cc1ccc(C2C(C#N)=C(N)SC(N)=C2C#N)o1
    45 | 0.55
CCOC(=O)c1c(NC(=O)c2ccco2)sc2c1CCCC2
    11 | 0.89
CCOC(=O)c1c(NC(=O)c2ccco2)sc(C(=O)N2CCCC2)c1C
    3 | 0.97
N#Cc1ccc(N=c2ssnc2Cl)cc1
    21 | 0.79

New compounds follow.
smiles,mouse IAP activators,mouse IAP activators Fold change
COCCn1c(=O)[nH]c2cc(C(=O)NCCc3ccc(OC)c(OC)c3)ccc2c1=O,7,0.93
Cn1nnc2cc(C(=O)N3CCC(c4ccccc4)C3)ccc21 (configuration not stated),4,0.96
CCn1cc(/C=N\NC(=O)c2ccccc2Cl)cn1,-2,1
O=C(CCN1CCN(c2ccccc2)CC1)Nc1ccc2c(c1)OCO2,4,0.96
Cc1cc(Cl)ccc1Oc1ncc(CN2CCN(c3ccccc3)CC2)s1,7,0.93
O=C(Cn1c(-c2ccco2)nc2ccccc21)N1CCCCC1,-8,1.1
COc1ccc(-c2nc3cc(NC(=O)c4ccc5c(c4)OCO5)ccc3o2)cc1,6,0.94
O=C1N=c2ccccc2=C1c1sc(=S)n(NC(=O)c2ccccc2)c1O,64,0.36
Cc1nnc(NC(=O)c2ccc(C)c(S(=O)(=O)N3CCCCCC3)c2)s1,-7,1.1
Cc1cccc(OCC2=NS(=O)(=O)c3ccccc3N2)c1,8,0.92
CCc1cccc(CN2CCC(CNC(=O)Nc3ccc(Cl)cc3)CC2)c1,-68,1.7
Cc1ccc(S(=O)(=O)N2C[C@@H]3CCCC[C@@H]3[C@@H](C)[C@H]2CC(=O)c2ccccc2)cc1,6,0.94
CCCCn1c(CN2CCN(CCO)CC2)nc2ccccc21,6,0.95
CCCSc1nc2c(c(=O)n1-c1ccc(OCC)cc1)SCC2,-6,1.1
Nc1ncnc2c1ncn2[C@@H]1O[C@H](CNC(=O)[C@@H]2CCC(=O)N2)[C@@H](O)[C@H]1O,8,0.92
COC(=O)c1[nH]c2ccc(Cl)cc2c1NC(=O)CCN1CCN(C2CCCCC2)CC1,3,0.97

Arranged by molecular weight (high to low): some entries from above.
smiles,mouse IAP activators,mouse IAP activators Fold change
COC(=O)c1[nH]c2ccc(Cl)cc2c1NC(=O)CCN1CCN(C2CCCCC2)CC1,3,0.97
Cc1ccc(S(=O)(=O)N2C[C@@H]3CCCC[C@@H]3[C@@H](C)[C@H]2CC(=O)c2ccccc2)cc1,6,0.94
Nc1ncnc2c1ncn2[C@@H]1O[C@H](CNC(=O)[C@@H]2CCC(=O)N2)[C@@H](O)[C@H]1O,8,0.92

The list is partial. The share of hits here may be higher or lower than overall.
